MITF primary – human MITF inhibition, primary screen | O75030 | AlphaScreen MITF homodimerization, bead proximity signal | inhibition, % at 2.6 µM | 0.91% of 650,000 active; in the data active means inhibition above about 50%;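 further: 0% = vehicle wells with protein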
Target sequence (O75030 whole entry, looked up): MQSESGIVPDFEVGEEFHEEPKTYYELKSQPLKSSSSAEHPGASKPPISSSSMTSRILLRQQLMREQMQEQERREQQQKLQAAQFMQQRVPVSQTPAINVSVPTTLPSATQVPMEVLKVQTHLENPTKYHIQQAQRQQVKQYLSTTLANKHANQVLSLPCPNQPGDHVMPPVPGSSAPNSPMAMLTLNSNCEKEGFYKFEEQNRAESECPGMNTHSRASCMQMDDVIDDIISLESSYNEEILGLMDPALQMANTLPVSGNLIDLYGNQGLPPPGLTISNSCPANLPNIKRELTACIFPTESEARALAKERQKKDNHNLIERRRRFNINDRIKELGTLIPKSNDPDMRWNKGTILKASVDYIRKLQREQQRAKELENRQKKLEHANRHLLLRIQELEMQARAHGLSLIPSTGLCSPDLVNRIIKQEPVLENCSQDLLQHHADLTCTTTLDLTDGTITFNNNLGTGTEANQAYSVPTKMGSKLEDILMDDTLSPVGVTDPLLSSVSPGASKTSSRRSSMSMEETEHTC
TEAD-YAP inh – TEAD-YAP interaction inhibition; HEK-TIYL cells, TEAD-Gal4/YAP UAS-luciferase luminescence; inhibition, % at 9.12 µM; 1.4% of 640,000 active; in the data active means inhibition above about 32%;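 further: 0% = median of test compound wells and 100% = reference inhibitor wells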
FBW7 activator – human FBW7 E3 ligase activation, primary screen; Q969H0; AlphaScreen FBW7–phospho-cyclin E peptide binding, activator screen; normalized activity (activation), % at 26.1 µM; 0.13% of 650,000 active; AID 1259310; in the data active means normalized activity above about 1.9%;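 further: purified mutant Fbw7 with reduced substrate affinity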
GPR151 ag – activates the human receptor GPR151. Q8TDV0. PathHunter beta-arrestin GPR151 cells, luminescence. activation, % at 11.2 µM. 1% of 650,000 active. AID 1508602; in the data active means activation above about 4.9%;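 further: 0% = median of compound wells and 100% = cells with positive control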
Target sequence (Q8TDV0 whole entry, looked up): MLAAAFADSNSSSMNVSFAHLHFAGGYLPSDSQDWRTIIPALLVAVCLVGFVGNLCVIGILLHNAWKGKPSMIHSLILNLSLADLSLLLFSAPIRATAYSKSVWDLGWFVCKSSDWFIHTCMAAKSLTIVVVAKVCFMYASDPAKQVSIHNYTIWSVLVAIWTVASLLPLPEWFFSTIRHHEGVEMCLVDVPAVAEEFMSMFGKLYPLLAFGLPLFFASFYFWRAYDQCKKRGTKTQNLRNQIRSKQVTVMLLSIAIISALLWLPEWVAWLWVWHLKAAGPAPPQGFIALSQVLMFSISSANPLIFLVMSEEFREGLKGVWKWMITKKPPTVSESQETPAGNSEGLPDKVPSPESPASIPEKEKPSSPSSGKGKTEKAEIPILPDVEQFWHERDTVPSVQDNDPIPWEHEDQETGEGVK
* hit, by the source's call.

The first 12 compounds (preview)
SMILES	MITF primary	TEAD-YAP inh	FBW7 activator	GPR151 ag
COc1cc(C=O)ccc1OCC(=O)Nc1ccc(Br)c(C)c1C	-3	-5	0.3	1.1
O=C(Nc1ccccc1Cl)c1cc2n(n1)C(C(F)(F)F)CC(c1ccc3c(c1)OCO3)N2 (stereo not given)	2	2	-0.2	-0.5
COc1cc(N2CCN(S(=O)(=O)c3ccccc3Cl)CC2)nc(OC)n1	11	-2	0.0	-1.0
O=C(N/N=C/c1ccc(O)c(O)c1O)c1sc2ccccc2c1Cl	61*	-1	-0.7	-1.0
O=S1(=O)CCC(NC(=S)N=Nc2c(O)[nH]c3ccccc23)C1 (stereo not given)	8	2	-0.6	-0.9
CN(C(=O)CN1CCN(c2cc(-c3ccncc3)ncn2)CC1)c1ccccc1	6	8	-0.1	-0.7
CCNC(=O)[C@@H]1C[C@@H](NCc2cccc3ccccc23)CN1C1Cc2ccccc2C1	3	-2	-0.1	2.5
CCN(CC)c1ccc(NC(=O)CN2CCN(CC(=O)Nc3ccc(Br)cc3)CC2)cc1	10	11	0.2	-0.7
COc1ccc(OC)c(CN2CCN(Cc3ccc(Br)cc3)CC2)c1	77*	-3	-0.1	-0.6
O=C(NCCCN1CCOCC1)c1cc(-n2ncc3cc(Nc4c(Cl)cccc4Cl)ccc32)ccc1Cl	8	2	-0.1	0.0
O=C(Nc1nc(-c2nc3ccccc3s2)cs1)C1CC1	-6	-73	-0.1	-1.2
C=CCc1ccccc1OCc1nnc(SCC(N)=O)n1-c1ccccc1	-3	-4	-0.2	2.6

The whole of this part, from the first entry:
SMILES	MITF primary	TEAD-YAP inh	FBW7 activator	GPR151 ag
COc1cc(C=O)ccc1OCC(=O)Nc1ccc(Br)c(C)c1C	-3	-5	0.3	1.1
O=C(Nc1ccccc1Cl)c1cc2n(n1)C(C(F)(F)F)CC(c1ccc3c(c1)OCO3)N2 (stereo not given)	2	2	-0.2	-0.5
COc1cc(N2CCN(S(=O)(=O)c3ccccc3Cl)CC2)nc(OC)n1	11	-2	0.0	-1.0
O=C(N/N=C/c1ccc(O)c(O)c1O)c1sc2ccccc2c1Cl	61*	-1	-0.7	-1.0
O=S1(=O)CCC(NC(=S)N=Nc2c(O)[nH]c3ccccc23)C1 (stereo not given)	8	2	-0.6	-0.9
CN(C(=O)CN1CCN(c2cc(-c3ccncc3)ncn2)CC1)c1ccccc1	6	8	-0.1	-0.7
CCNC(=O)[C@@H]1C[C@@H](NCc2cccc3ccccc23)CN1C1Cc2ccccc2C1	3	-2	-0.1	2.5
CCN(CC)c1ccc(NC(=O)CN2CCN(CC(=O)Nc3ccc(Br)cc3)CC2)cc1	10	11	0.2	-0.7
COc1ccc(OC)c(CN2CCN(Cc3ccc(Br)cc3)CC2)c1	77*	-3	-0.1	-0.6
O=C(NCCCN1CCOCC1)c1cc(-n2ncc3cc(Nc4c(Cl)cccc4Cl)ccc32)ccc1Cl	8	2	-0.1	0.0
O=C(Nc1nc(-c2nc3ccccc3s2)cs1)C1CC1	-6	-73	-0.1	-1.2
C=CCc1ccccc1OCc1nnc(SCC(N)=O)n1-c1ccccc1	-3	-4	-0.2	2.6
O=C(N1CCN(c2ccc(F)cc2)CC1)C12CC3CC(CC(C3)C1)C2	-7	2	-0.1	1.0
CCOC(=O)Nc1nnc(-c2ccc(Br)cc2)s1	13	12	0.0	-1.3
CN(C)c1ccc(/C=C2\C(=O)NC(=O)N(c3ccc(Cl)cc3)C2=O)cc1[N+](=O)[O-]	5	-6	0.0	0.3
C#CCNc1cc(-c2ccccc2)nc2nncn12	2	-24	-0.2	0.2
Cc1ccccc1Oc1nc2ccccn2c(=O)c1/C=C(\C#N)C(=O)NCc1ccco1	25	27	0.1	-1.1
O=C(CNC(=O)c1ccccc1)NCC(=O)OCC(=O)c1ccc(Cl)cc1Cl	-3	6	-0.3	0.2
NC(=O)c1ccc(NC(=O)COC(=O)c2cc(-c3ccccc3)nc3ccccc23)cc1	-2	10	-0.2	0.0
O=[N+]([O-])c1ccccc1-n1cnc2ccccc21	5	-9	-0.3	0.4
CCNC(=S)N/N=C(\C)c1ccco1	-1	-1	0.0	1.6
CC1=C(C(=O)OCC2CCCO2)C(c2ccccc2C)C2=C(CCCC2=O)N1 (stereo not given)	-10	-8	0.0	0.6
Cc1nc(NC/C=C/c2ccco2)sc1-c1ccn(CCO)n1	6	2	0.0	2.8
O=C(CCC1(Cc2ccco2)CCC(=O)N1)NCc1nc2ccccc2s1 (stereo not given)	-4	-1	0.1	0.6
Cc1c(N)cccc1-c1nc2ncccc2o1	2	-5	0.2	0.6
Nc1nc(SCC(=O)Nc2ccccc2[N+](=O)[O-])n[nH]1	0	0	-0.1	1.3
CCN(CC)CCNC(=O)C1c2ccccc2C(=O)N(CC(C)C)C1c1cccs1 (stereo not given)	2	1	0.2	0.4
CCOC(=O)C1=C(C)N=c2s/c(=C\c3c(OC)ccc4ccccc34)c(=O)n2C1c1ccc(N(C)C)cc1 (stereo not given)	22	-3	0.3	-0.2
CCOC(=O)c1c(C)n(-c2ccccc2)c2ccc(OC(=O)c3ccc(S(=O)(=O)N4CCCCC4)cc3)cc12	10	1	0.0	-0.8
O=C1CC(CC(=O)N2CC3CCC2C3)(c2ccccc2)C(=O)N1Cc1ccncc1 (stereo not given)	13	-24	0.0	1.7
CCN(CC)C(=O)C1CCC(C)(C(=O)O)C1(C)C (stereo not given)	-9	0	-0.1	-1.0
O=[N+]([O-])c1cccc(CSc2nnc(-c3ccoc3)o2)c1	-5	-2	0.1	-0.2
CCCn1c(=O)c2c(nc3n(-c4ccc(F)cc4)c(C)c(C)n23)n(C)c1=O	-2	-2	0.0	1.7
CC(=O)Oc1ccc(NC(=O)COc2cccc(C)c2C)c(C(=O)O)c1	4	9	0.1	-0.8
CC(C)(C)OC(=O)NCCc1c[nH]c2ccccc12	13	-42	0.3	-0.2
Cc1cc(C(=O)N/N=C/c2cccc(OCc3ccccc3)c2)n[nH]1	-8	-5	0.1	-1.7
NC(=O)CCn1nc2c3ccccc3ncn2c1=O	-2	3	0.0	2.8
COc1ccc(S(=O)(=O)NCC2CCC(C(=O)NCc3ccc(F)cc3)CC2)cc1 (stereo not given)	-9	9	0.1	0.2
COc1cc(-n2cnc3cc(C(=O)N4CCC5(CC4)OCCO5)ccc32)cc(OC)c1OC	-8	4	0.5	1.0
OCCC1CN(Cc2cnn(-c3ccccc3Cl)c2)CCN1Cc1ccsc1 (stereo not given)	-6	3	-0.1	0.0
CCc1ccc(NC(=O)Cn2cnc3c(nnn3-c3cccc(Cl)c3)c2=O)cc1	16	9	-0.1	1.3
COCCNc1nc(-c2cccc(OC(F)(F)F)c2)ccc1C(=O)NCCNC(C)=O	1	1	0.4	1.2
O=C1C(=O)N(C2c3ccccc3Oc3ccccc32)c2ccccc21	13	13	0.5	0.2
OCc1ccc(CN2CCCC(N3CCC(CO)CC3)C2)o1 (stereo not given)	1	-5	0.0	1.6
FC(F)(F)c1ccc(Cn2cnc3c(NC4CCN(Cc5ccccc5)CC4)nc(Nc4ccc5ncccc5c4)nc32)cc1	-2	-12	-0.3	0.4
COc1ccc(C(=O)/C=C(\C)Nc2ccc(Cl)c([N+](=O)[O-])c2)cc1	-1	-9	0.0	0.0
CCn1c(=O)n(CC(=O)N2CCCCC2)c2cccnc21	0	2	-0.1	1.5
O=C1C2C3C=CC(C4CC34)C2C(=O)N1NC(=O)C12CC3CC(CC(C3)C1)C2 (stereo not given)	-10	-5	0.1	1.8
O=C(c1ccccc1N1C(=O)C=CC1=O)N1CCCCC1	12	18	-0.6	-0.2
Cc1ccc(CN(C(=O)c2oc3c(C)c(C)ccc3c2C)C2CCS(=O)(=O)C2)o1 (stereo not given)	1	13	-0.2	1.3
C=C(C)CN(CC)Cc1nc(-c2ccccn2)no1	6	2	0.0	14*
COCCn1c(=S)[nH]c2cc(C(=O)N3CCN(c4ccc(OC)cc4)CC3)ccc2c1=O	-6	-3	0.5	-1.2
O=C1C(c2ccc(F)cc2)N(Cc2ccccc2Cl)C(=O)CN1C1CCCCC1 (stereo not given)	8	-7	0.1	0.7
CCOC(=O)c1c(CN2CCN(CCO)CC2)oc2ccc(O)cc12	-1	-1	-0.2	-0.1
O=S(=O)(c1ccc(Cl)cc1)N1CCN(c2cccc(Cl)c2)CC1	10	7	0.1	0.3
NC(=O)c1ccccc1NC(=O)CC12CC3CC(CC(C3)C1)C2	0	13	-0.1	1.7
COc1ccc(C2C(C)C3(O)CC(C#N)(C(=O)N3)C2(C#N)C#N)cc1 (stereo not given)	-5	14	0.0	0.5
CC(=O)N(c1ccc(Cl)cc1)c1c[nH]c2ccccc12	-3	12	0.1	0.5
Clc1ncc2c3c(sc2n1)CCCC3	3	2	0.2	0.1
O=C1CC(c2ccccc2)CN1S(=O)(=O)c1ccc(Br)cc1 (stereo not given)	12	2	0.1	-0.3
Other compounds follow:
SMILES	MITF primary	TEAD-YAP inh	FBW7 activator	GPR151 ag
O=C(NC(=S)NCc1ccccc1)c1cccc([N+](=O)[O-])c1	8	-8	-0.4	1.0
COc1cc(NC(=O)c2csc(-c3cccc(C(C)=O)c3)n2)cc(OC)c1OC	13	30	0.3	-1.5
COc1ccccc1CNC(=O)CCNC(=O)Cn1cnc2ccccc2c1=O	7	2	-0.1	-1.2
CCCNC(=O)c1cc(C)nn1-c1ccccc1	1	-7	-0.1	2.0
COCCn1c(C)cc(O)c(C(c2ccc(Cl)cc2)N2CCN(c3ccc(F)cc3)CC2)c1=O (stereo not given)	3	-1	-0.1	0.0
CCOC(=O)c1sc(NNC(=O)C(CC)c2ccccc2)nc1C (stereo not given)	8	18	0.0	1.6
Cc1ccc(CNc2nc(N)n(-c3ccccc3)n2)cc1	15	-7	0.1	0.7
COc1ccc(CCS(=O)(=O)N(Cc2cccs2)Cc2cccn2C)cc1	24	-5	0.6	0.5
CC(=O)Nc1ccc(NC(=O)c2ccc3nc(Nc4ccc(-n5ccnc5)cc4)sc3c2)cc1	4	-3	0.0	-1.6
CN(CC(=O)Nc1ccccc1C(F)(F)F)S(=O)(=O)c1cc(Cl)ccc1Cl	2	-1	0.1	0.6
COc1ccccc1CCC(=O)Nc1ccc2c(c1)CN(Cc1cccnc1)CC2	7	-6	0.0	0.1
CC(=O)Nc1ccc(S(=O)(=O)N2CCNC(=O)CC2)cc1	-7	2	0.1	1.5
CN(C)c1ccc2c(c1)C(=O)c1ccccc1C2=O	12	-70	-0.2	-2.0
COc1cc(-c2ccc(NS(C)(=O)=O)c(OC)c2)ccc1NS(C)(=O)=O	22	-1	1.4	-0.7
Cc1ccccc1C(=O)Nc1ccc(S(=O)(=O)N2CC(C)OC(C)C2)cc1 (stereo not given)	17	4	1.2	-0.4
CC(C)(C)C(NC(=O)CC12CC3CC(CC(C3)C1)C2)C(=O)O (stereo not given)	1	3	0.1	0.9
COc1ccc(/C=N/NC(=O)COc2cccc(Cl)c2)c(OC)c1OC	-13	-10	0.1	3.0
CCC(C)NC(=O)c1ccccc1NS(=O)(=O)c1ccc(Cl)cc1 (stereo not given)	6	-4	1.0	-0.4
CN(CC(=O)NC1CC1)S(=O)(=O)c1ccc(F)cc1	11	-3	0.0	-1.0
CCCc1cc(=O)[nH]c(SCC(=O)c2cc(C)n(C)c2C)n1	5	0	-0.2	-0.7
CCN1C(=O)C(=Cc2ccc(OC(F)F)cc2)C(=O)N(CC)C1=S	16	-4	-0.1	1.4
Cc1cccc(N(C)C(=O)Cn2c(=O)oc3ccccc32)c1	-5	2	0.0	-0.3
CCCCCCn1c(CN2CCCC(C)C2)nc2c1c(=O)n(C)c(=O)n2C (stereo not given)	9	-2	0.1	0.0
CC(=O)c1ccc(NC(=O)/C(=C\c2ccco2)NC(=O)c2ccccc2Cl)cc1	12	15	0.2	-0.4
COc1ccc(-c2nc(C)cc(NCCc3ccc(O)cc3)n2)cn1	10	-22	0.1	1.3
CCCCOc1ccc(S(=O)(=O)n2nnc3ccccc32)cc1	9	-10	0.3	0.0
Cc1cc(Cl)c(OCCCn2ccnc2)c(Br)c1	7	-10	-0.1	0.9
CC(C)N(CCNC(=O)c1ccc2nc(-c3ccc(C(N)=O)cc3)sc2c1)C(C)C	12	-7	-0.1	0.0
CCOC(=O)c1c(/N=c2\oc3ccc(OC)cc3cc2C(=O)Nc2cccc(C(F)(F)F)c2)sc(C)c1C	-3	3	-0.4	0.1
COc1ccc(C(=O)c2cccc(C(=O)c3ccc(OC)cc3)c2)cc1	17	10	0.5	-3.1
Cc1cccc(OCC(=O)Nc2cc(-c3nc4ncccc4o3)ccc2C)c1	-9	-15	0.1	-1.5
Cc1ccc(CS(=O)(=O)CC2Nc3ccc(C(=O)NCc4ccco4)cc3NC2=O)cc1 (stereo not given)	9	4	-0.2	-0.9
CC(=O)c1ccc(NC(=O)/C=C/c2cccc(Cl)c2)cc1	-11	-82	-0.1	3.4
COc1ccc(CN2CCC(C(=O)N3CCCCC3)CC2)c(OC)c1	36	-3	-0.3	0.0
Cc1cc(NC(=O)CSc2nc3[nH]ncc3c(=O)n2-c2ccc(Br)cc2)n[nH]1	13	11	0.0	1.7
CCOc1cc(C2C(C(=O)OCC(C)C)=C(C)NC3=C2C(=O)CC(c2cccs2)C3)cc([N+](=O)[O-])c1O (stereo not given)	-9	8	0.5	-1.3
Nc1nc(-c2ccccc2)nc2c1ncn2CCN1CCCC1=O	5	-7	0.1	0.3
Cc1nc(C(N)=O)c(N)n1Cc1ccccc1	9	7	0.1	0.1

Compound profiles, as listed above. Screens in order: MITF primary, TEAD-YAP inh, FBW7 activator, GPR151 ag
CCOC(=O)Nc1nnc(-c2ccc(Br)cc2)s1 in the list: 13, 12, 0.0, -1.3
Clc1ncc2c3c(sc2n1)CCCC3 in the list: 3, 2, 0.2, 0.1

Screens deposited in PubChem by The Scripps Research Institute Molecular Screening Center.
